CSN inh – inhibitors of human CSN-mediated cullin deneddylation; 0.38% of 360,000 active; Purified CSN, SCF-Nedd8-OG deneddylation, fluorescence polarization; inhibition, % at 12.5 µM;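 active means pattern-corrected inhibition above about 35%, with an unprinted fluorescence ratio check between 0.5 and 1.5, limit read from the data, passing the limit was not always enough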;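 further: 0% = enzyme with substrate and 100% = substrate without enzyme; some results filed as inactive read as strong as hits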
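Assay system: Purified human Csn5 enzyme expressed in HEK293T cells | Amount: Enzyme 0.24 nM | Measured by: Fluorescence polarization readout | Medium: Tris/NaCl/DTT buffer, pH 7.5 | Compound dosing: One concentration, 12.5 µM, 0.25% DMSO | Times: 90 min incubation of compound, enzyme and substrate at room temperature | Control set: no-enzyme wells high, enzyme-with-substrate wells low | Read-out: % inhibition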
Scp-1 inhibitor – Scp-1 (human) phosphatase inhibition; Q9GZU7; Recombinant Scp1, phosphopeptide, malachite green phosphate absorbance; inhibition, % at 20 µM; 0.88% of 340,000 active;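 active means inhibition above about 50% at 20 µM, limit read from the data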;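 further: plate controls were DMSO wells with enzyme for no effect and wells lacking enzyme for full effect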
Target sequence (Q9GZU7 76-261 limits assumed): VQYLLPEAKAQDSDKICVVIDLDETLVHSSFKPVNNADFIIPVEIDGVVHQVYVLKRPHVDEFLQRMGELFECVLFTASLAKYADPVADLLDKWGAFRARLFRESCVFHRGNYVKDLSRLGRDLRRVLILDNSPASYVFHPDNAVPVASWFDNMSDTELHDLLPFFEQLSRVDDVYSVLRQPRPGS
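Times: enzyme reaction 45 min at room temperature, colour 5 min, stabilisation 30 min. Material: SCP-1 catalytic fragment, aa 76-261. Medium: Acidic Tris acetate buffer with magnesium and detergent. Signal: colorimetric free-phosphate detection, absorbance 630 nm. Read-out basis: % inhibition of SCP-1 phosphate liberation. Reagent: Phosphorylated 17-residue peptide substrate.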
LMPTP inh – blocks human LMPTP phosphatase; P24666; recombinant LMPTP-A, OMFP fluorogenic substrate, fluorescence intensity; inhibition, % at 20 µM; 0.22% of 360,000 active; AID 651560;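 active means compounds that cut the enzyme signal by at least half of the control window in the single-dose screen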;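 further: plate controls were DMSO wells with enzyme plus substrate for no effect and substrate without enzyme for full effect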
Target sequence (P24666 whole entry, looked up): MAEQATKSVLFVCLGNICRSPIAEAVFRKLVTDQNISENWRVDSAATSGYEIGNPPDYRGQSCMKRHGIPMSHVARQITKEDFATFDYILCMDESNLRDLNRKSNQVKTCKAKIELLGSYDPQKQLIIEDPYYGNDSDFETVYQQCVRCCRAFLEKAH
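Test system – LMPTP-A enzyme · Amount – LMPTP-A at 0.625 nM final in the reaction · Buffer or medium – Bis-Tris pH 6.0, DTT, detergent · Reagent – OMFP 400 µM · Doses – single 20 µM dose · Schedule – reaction 50 min, room temperature, dark · Detection – fluorescence intensity of OMFP turnover product · Evaluation – percent inhibition versus substrate-only and uninhibited controls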
STEP inh – inhibitors of human striatal-enriched phosphatase STEP. recombinant STEP, OMFP fluorogenic substrate, fluorescence. inhibition, % at 20 µM. 0.25% of 360,000 active. AID 588621;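 active means inhibition at 20 µM, scaled per plate between control wells, above about 37%, limit read from the data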;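 further: 0% = DMSO with enzyme and substrate and 100% = substrate only without enzyme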
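Assay system: isolated STEP enzyme / Timing: 20 min at room temperature, dark / Doses: 20 µM, 1% DMSO / Technique: fluorescence intensity, excitation 480 nm, emission 540 nm / Reagent: fluorogenic phosphatase substrate OMFP at 25 µM final / Measure: percent inhibition scaled to no-enzyme and uninhibited-enzyme controls, plate-pattern corrected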
Rpn11 inh – blocks the human proteasome subunit Rpn11; O00487; human 26S proteasome, Ub4-pepOG fluorescence polarization; 20S core pre-blocked with epoxomicin; calls only at 20 µM; 0.59% of 360,000 active;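 active means inhibition at 20 µM, scaled to each plate's controls, above about 33%, limit read from the data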
SUMO1 PPI mod – SUMO1-SIM interaction modulation. SUMO1 binding to a labelled peptide, TR-FRET, 1 h. 0.33% of 360,000 active. inhibition, % at 20 µM. P63165. AID 602429; in the data active means inhibition above about 37%
Target sequence (P63165 whole entry, looked up): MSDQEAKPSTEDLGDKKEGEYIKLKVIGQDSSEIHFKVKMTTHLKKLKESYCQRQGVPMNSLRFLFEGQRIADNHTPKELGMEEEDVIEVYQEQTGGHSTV
NadD block – blocks S. aureus nicotinate mononucleotide adenylyltransferase | purified NadD enzyme, colorimetric absorbance read-out | inhibition, % at 20 µM | 0.78% of 360,000 active; in the data active means inhibition above about 26%; further: some compounds past the cut are filed as inactive
Tb MetRS inh – blocks T. brucei methionyl-tRNA synthetase activity | 0.4% of 360,000 active | inhibition, % at 11.9 µM | purified T. brucei MetRS, ATP depletion, Kinase-Glo luminescence;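 active means inhibition above a per-plate cutoff of the control wells' mean inhibition plus 3 SD, cut at about 5.5% in these data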;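 further: 0% = DMSO wells median and 100% = median of wells with control inhibitor compound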
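Test system: purified T. brucei MetRS enzyme. Also added: ATP, methionine and E. coli bulk tRNA substrates. Compound: 11.9 µM single point. Schedule: 15 min enzyme-compound preincubation, 2 h reaction, 10 min detection, 25 °C. Signal: luciferase luminescence of residual ATP, Kinase-Glo. Evaluation: percent inhibition versus plate control medians. Controls: DMSO wells, low control.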
DNMT1 block – blocks human DNA methyltransferase DNMT1. 0.83% of 360,000 active. DNMT1 molecular beacon, Hinp1I cleavage, fluorescence. inhibition (reported as % activation of signal), % at 10 µM. AID 588458; in the data active means inhibition above about 50%
PABP1 MLLE inh – blocks PAM2 peptide binding to the PABP1 MLLE domain | P11940 | GST-MLLE / FITC-PAM2 fluorescence polarization | inhibition, % at 20 µM | 0.36% of 360,000 active | AID 588489; in the data active means inhibition above about 35%, passing the limit was not always enough;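 further: plate controls were DMSO wells with GST-MLLE for no effect and wells lacking GST-MLLE protein for full effect; some results filed as inactive read as strong as hits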
Target sequence (P11940 whole entry, looked up, the tested form may be a part): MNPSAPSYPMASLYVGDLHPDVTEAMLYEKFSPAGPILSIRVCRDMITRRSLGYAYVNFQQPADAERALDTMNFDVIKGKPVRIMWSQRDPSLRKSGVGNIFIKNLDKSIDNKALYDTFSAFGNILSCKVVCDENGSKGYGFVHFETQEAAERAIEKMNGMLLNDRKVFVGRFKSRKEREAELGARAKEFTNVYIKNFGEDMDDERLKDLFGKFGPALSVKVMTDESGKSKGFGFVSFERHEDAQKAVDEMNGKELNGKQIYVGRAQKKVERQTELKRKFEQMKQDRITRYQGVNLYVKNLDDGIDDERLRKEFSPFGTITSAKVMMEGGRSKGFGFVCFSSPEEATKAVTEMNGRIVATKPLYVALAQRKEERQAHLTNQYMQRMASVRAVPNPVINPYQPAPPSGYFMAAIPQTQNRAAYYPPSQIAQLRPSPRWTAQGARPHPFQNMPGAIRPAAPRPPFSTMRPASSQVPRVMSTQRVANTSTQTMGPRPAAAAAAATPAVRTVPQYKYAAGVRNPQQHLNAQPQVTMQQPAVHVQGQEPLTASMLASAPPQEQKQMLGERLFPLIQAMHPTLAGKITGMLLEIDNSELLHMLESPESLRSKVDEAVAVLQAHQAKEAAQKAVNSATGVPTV
Active calls of the source: *; i = inactive; x = no result given.

SMILES | CSN inh | Scp-1 inhibitor | LMPTP inh | STEP inh | Rpn11 inh | SUMO1 PPI mod | NadD block | Tb MetRS inh | DNMT1 block | PABP1 MLLE inh
COc1ccc([C@H]2C[C@H](O)[C@@H](n3cc(C4CC4)nn3)CN2CC2CCCCC2)cc1 | 3 | x | -0.8 | 0 | i | 2 | -6 | 0.7 | 0 | -8
COC(=O)[C@]12CCCCC=C1N(CCC1=CCCCC1)C(=O)[C@H](CC(=O)N1CCCCC1)C2 | 0 | x | 0.6 | x | x | 3 | -1 | -0.4 | x | x
COc1ccc(C2C(C(=O)N3CCN(c4ccccn4)CC3)CC(=O)N2c2ccc(OC)cc2)cc1 (centres undefined) | -3 | 0 | -0.8 | -2 | i | -2 | 4 | 0.5 | -3 | -5
COC(=O)C[C@@H]1C[C@@H]2c3cc(NS(=O)(=O)c4ccccc4)ccc3O[C@@H]2[C@@H](CO)O1 | 3 | x | -1.4 | -2 | i | -2 | 1 | -0.1 | -2 | 14
CCOC(=O)c1cnc2ccc(C(=O)OC)cc2c1NCCCN1CCOCC1 | -2 | 1 | -0.9 | -1 | i | -2 | -15 | -1.4 | 5 | 21
CCOc1ccc(N(CC(=O)Nc2ccc(C)cc2C)S(C)(=O)=O)cc1 | 3 | 0 | -1.8 | -1 | i | -3 | -14 | -0.7 | 71* | -3
O=C(c1ccccc1C(=O)N1CCN(c2ccccc2F)CC1)N1CCN(c2ccccc2F)CC1 | -3 | 0 | -3.1 | -1 | i | 0 | 1 | 0.3 | -3 | 10
O=C(CCN1C(=O)/C(=C/c2ccccc2)SC1=S)NNC(=O)c1ccncc1 | -5 | -1 | -1.2 | 2 | i | -12 | 7 | -0.6 | -1 | 18
CCOC(=O)c1cnc(SC)nc1Sc1ccc(Cl)cc1Cl | 2 | -10 | 2.4 | 0 | i | 0 | 8 | -2.3 | -4 | -1
CCOc1ccc(NC(=O)C(c2ccccn2)N(C(=O)CCl)c2ccc(OCC)cc2)cc1 (centres undefined) | 8 | 4 | -1.3 | -2 | i | -4 | -1 | -0.9 | -16 | 21
CCCCCCCCN1C(=O)[C@H](CC(=O)NCc2ccc(C)o2)C[C@@]2(C(=O)OC)CCCCC=C12 | 3 | x | 1.4 | x | x | 6 | 12 | -0.2 | x | x
COc1ccc(CCNC(=O)CCSCc2ccccc2F)cc1OC | 5 | -7 | -1.1 | 2 | i | 3 | -9 | -0.4 | -2 | -8
CC(C)NC(=O)COc1ccc(OCc2ccccc2)cc1 | 7 | -3 | 1.3 | 1 | i | -3 | 2 | -0.7 | 3 | -14
COc1ccccc1CCC(=O)Nc1ccc(S(=O)(=O)Nc2nccs2)cc1 | 2 | -6 | -0.2 | 0 | i | 9 | -8 | -0.2 | -2 | 2
Cc1ccc(S(=O)(=O)c2nc(NCCCn3ccnc3)sc2Cl)cc1 | -3 | 3 | -5.3 | 1 | i | -7 | 13 | 0.1 | -1 | 9
O=C1C=C(c2ccc(C(=O)O)cc2)C[C@@H](c2ccc(F)cc2)C1 | 98 | 0 | 0.8 | -1 | i | -14 | 0 | -0.3 | 0 | -16
COc1cccc(NC(=S)NC(Cc2ccccc2)c2ccccc2)c1 (centres undefined) | 5 | x | 2.5 | 6 | i | 6 | -4 | -0.1 | 8 | -41
COc1cc(/C=N/NC(=O)CSc2n[nH]c(=O)[nH]c2=O)cc(OC)c1O | -4 | 0 | -1.6 | 2 | i | 16 | -4 | -0.2 | 0 | 6
CC(C)COCC1CC2(CC(C)(c3csc(N)n3)OC2=O)C(=O)O1 (centres undefined) | 2 | -5 | -3.2 | 3 | i | 2 | -1 | -0.5 | 1 | 7
O=C(Nc1nnc(S(=O)(=O)N2CCCC2)s1)c1ccccc1Cl | -5 | -13 | -1.2 | -1 | i | 11 | -3 | 0.1 | 49 | -21

The closing two entries of the section before open the next one:
SMILES | CSN inh | Scp-1 inhibitor | LMPTP inh | STEP inh | Rpn11 inh | SUMO1 PPI mod | NadD block | Tb MetRS inh | DNMT1 block | PABP1 MLLE inh
CC(C)COCC1CC2(CC(C)(c3csc(N)n3)OC2=O)C(=O)O1 (centres undefined) | 2 | -5 | -3.2 | 3 | i | 2 | -1 | -0.5 | 1 | 7
O=C(Nc1nnc(S(=O)(=O)N2CCCC2)s1)c1ccccc1Cl | -5 | -13 | -1.2 | -1 | i | 11 | -3 | 0.1 | 49 | -21
CS(=O)(=O)N(Cc1ccc(C(=O)NCc2ccco2)cc1)c1ccccc1 | -9 | -5 | -0.1 | -4 | i | 3 | -2 | 0.0 | 0 | -5
COCc1cccc(-c2csc(C(O)c3cccc(OC)c3)n2)c1 (centres undefined) | 3 | x | 1.2 | 0 | i | -2 | -1 | -0.2 | 5 | 0
NCCCC[C@H]1CNC(=O)C(=O)N1CCc1cccc2ccccc12 | 1 | -2 | -2.2 | -1 | i | 4 | -3 | -0.2 | 3 | -5
O=C(NCc1csc(-c2cccs2)n1)c1cccc(Cl)c1 | 3 | 4 | 1.3 | -2 | i | -20 | -2 | -0.4 | -2 | -13
CCOC(=O)C1CCN(S(=O)(=O)c2cccc(-c3cn4cccnc4n3)c2)CC1 | 2 | -2 | -0.6 | 6 | i | -4 | 8 | 0.2 | -1 | 14
O=C1CCCN1C(=O)COc1cc(F)ccc1[N+](=O)[O-] | -3 | 1 | -0.9 | 0 | i | -11 | -3 | -0.4 | 2 | 5
CCNc1nc(NCC)n2c(SCC(=O)Nc3ccc(F)cc3)nnc2n1 | 4 | 54* | -0.1 | 7 | i | 11 | -2 | -0.5 | 55* | -22
Cc1cc(-c2ccccc2)n2nc(C)c(-c3ccccc3)c2n1 | 2 | -1 | 0.1 | 2 | i | -3 | -6 | -0.7 | 1 | 8
O=C(NCCCCc1ccccc1)C12CN(Cc3ccccc3)CC1C(c1ccc([N+](=O)[O-])cc1)=NO2 (centres undefined) | 14 | 4 | 3.8 | 1 | i | -9 | 4 | -0.6 | 2 | 22
COC(=O)C1=C(C)NC2=C(C(=O)CCC2)C1c1ccc(-c2ccsc2C(=O)OC)o1 (centres undefined) | -1 | -27 | 0.7 | 0 | i | -15 | -6 | -1.9 | -7 | -8
O=C(Cc1cc(=O)oc2cc(O)ccc12)NC(Cc1ccc(Cl)cc1)C(=O)O (centres undefined) | -1 | -9 | -1.4 | -2 | i | -2 | -7 | 0.8 | 0 | 5
CCOC(=O)c1c(NC(=O)CSc2nccc(=O)[nH]2)sc(C)c1C | -1 | 7 | 1.1 | 1 | i | 13 | -1 | -0.3 | 0 | 4
O=C(CNc1ccc2c(c1)OCO2)N/N=C\c1cn(Cc2ccccc2)c2ccccc12 | 7 | -14 | 2.5 | 3 | i | 4 | 37* | 0.1 | -26 | -11
Cc1cccnc1NC(=O)c1ccc(NS(=O)(=O)/C=C/c2ccccc2)cc1 | 1 | -4 | 0.1 | -1 | i | -3 | 1 | -0.4 | 4 | -3
C=CCn1c(C)nnc1SCC(=O)c1c(N)n(C2CC2)c(=O)[nH]c1=O | -2 | -3 | -1.1 | -2 | i | -2 | -1 | -0.4 | 2 | 5
CCc1ccc(-c2nc(CS(=O)CC(=O)NC3CCCCCC3)c(C)o2)cc1 (centres undefined) | 4 | -3 | -1.8 | 5 | i | -1 | -3 | -0.2 | -3 | 33
CCc1ccccc1NC(=O)CNC(=O)c1n[nH]c(=O)c2ccccc12 | -5 | -5 | -1.9 | 0 | i | -1 | -2 | 0.4 | 2 | -4
CCOC(=O)N1CCN(Cc2nc(N)nc(Nc3ccc(OC)cc3)n2)CC1 | -2 | -4 | -0.4 | -1 | i | 0 | -1 | 0.0 | 0 | 1
CCOC(=O)C(Sc1nnc2c3ccccc3n(CC)c2n1)C(=O)OCC | 4 | 6 | 0.6 | -9 | i | 7 | -2 | -0.5 | -2 | 17
Cc1ncc([N+](=O)[O-])n1Cc1ccccc1 | -2 | -8 | -0.9 | -1 | i | -5 | -6 | 0.1 | 5 | 6
COc1cccc(CNC(=O)CNC(=O)c2cccs2)c1 | -6 | -9 | -0.2 | -3 | i | 2 | -4 | -0.1 | 1 | 2
COC(=O)Cc1cc(=O)n2[nH]c(C)nc2n1 | 0 | -2 | -0.8 | 1 | i | -2 | 8 | -0.6 | 0 | 20
COc1ccc(C(C)(O)c2nc(-c3cccc(O)c3)cs2)cc1 (centres undefined) | 6 | x | 0.0 | -3 | i | 1 | -6 | -0.3 | -1 | 2
CCCc1nnc(NC(=O)CCC(=O)O)s1 | -2 | -5 | -1.6 | -1 | i | 1 | -8 | -0.2 | 1 | -3
COc1ccccc1-c1cc(C(=O)NCc2ccco2)no1 | 0 | -8 | -0.6 | 2 | i | 1 | 6 | -0.8 | 0 | -6
COCCCN1C(=O)C(CC(=O)NC(c2ccccc2)c2ccccc2)CC(C(=O)N2CCCCCC2)=C1C (centres undefined) | 0 | x | -0.2 | x | x | -1 | 10 | -0.5 | x | x
O=C(CSc1ccc(Br)cc1)NC1CCCCCC1 | 3 | -5 | 1.8 | -1 | i | 3 | 3 | -0.1 | 0 | -2
COc1ccc(C(CNC(=O)c2cc3c(s2)CCC(C)C3)N2CCCC2)cc1 (centres undefined) | 1 | -7 | -5.7 | 1 | i | -29 | 2 | -0.1 | -4 | -3
COc1cc2cc(CCOC(=O)c3ccc(C(F)(F)F)cc3)oc(=O)c2cc1OC | -1 | 4 | 1.4 | -1 | i | -4 | -12 | -0.2 | 3 | -2
COC(=O)[C@H](C(C)C)N(Cc1ccccc1)S(=O)(=O)CCN1CCCC1 | -1 | 7 | -0.4 | 1 | i | 5 | 0 | -0.4 | 1 | 1
Cc1ccc(NC(=S)N(CCN(C)C)C(C)c2cccnc2)cc1 (centres undefined) | -4 | -2 | -2.8 | 0 | i | 4 | -8 | -1.2 | -2 | 20
CC1C(=O)CC2C3(C)CCC2(C(C)C(=O)O)C(=O)C13 (centres undefined) | 4 | x | -0.1 | -2 | i | -1 | 2 | 0.2 | 4 | 4
Clc1c(Cl)c(Cl)c2n[nH]nc2c1Cl | 3 | -4 | -1.1 | -1 | i | 16 | -3 | -0.2 | 0 | -11
CS(=O)(=O)N(CCc1ccccc1)CC(=O)Nc1ccccc1 | 0 | -3 | -0.3 | 0 | i | -1 | 1 | -0.8 | 8 | -14

Source: PubChem BioAssay
